hERG rescue – hERG (human) protection from proarrhythmic block. Q12809. 310,000 compounds, 0.51% hits. AID 1511. activation (rescue from dofetilide block), less the hit threshold, % at 10 µM. CHO-hERG, FluxOR thallium flux, dofetilide IC70 present;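 active = activation above the mean of controls blocked by dofetilide plus 5 SD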;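 also: thallium influx through hERG after potassium depolarization seen as dye fluorescence rise; in these data hits start at about 4.7%; inactives centre near -7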
KCNQ1 inh – inhibitors of human KCNQ1 potassium channel; B-score at 10 µM; CHO-K1 KCNQ1, FluxOR thallium flux fluorescence; hits give high values; 310,000 compounds, 1.3% hits;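 active = compounds whose thallium flux B-score, printed positive for inhibition, exceeds three library SD while starting fluorescence stays within three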;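 also: channel opened by potassium depolarization with thallium stimulus after 20 min compound exposure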
SKKanGAS inh – inhibitors of SKKanGAS S. pyogenes growth in kanamycin (SK-promoter or general growth effect); 300,000 compounds, 1.3% hits; BacTiter-Glo, 6 h; inhibition, % at 7.5 µM;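 active = mean replicate score, as percent of positive control median, at least 50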;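 also: strain carries kanamycin resistance gene driven by streptokinase promoter and grows in 40 µg/ml kanamycin; loss of luminescence reflects streptokinase promoter inhibition or plain growth inhibition; 0% = median of DMSO wells and 100% = positive control at its reference dose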
KCNQ1 act – potentiators or activators of human KCNQ1 potassium channel; B-score at 10 µM; P51787; CHO-K1 KCNQ1, thallium flux FluxOR fluorescence; hits give high values; 310,000 compounds, 0.35% hits;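 active = fluorescence ratio B-score, a plate-corrected score, at least three library SD, with initial intensity B-score within 5 SD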
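System: CHO-K1 cells stably expressing KCNQ1 / Medium: assay buffer for compound exposure, DMSO matched across wells / Reagent: thallium- and potassium-containing depolarizing buffer / Compound: one concentration, matched DMSO / Incubation: 20 min compound pretreatment at room temperature / Measured by: kinetic FluxOR fluorescence, 10 s baseline plus 110 s post-stimulus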
RGS4 inh – inhibitors of human RGS4 | AID 463165 | HEK293 M3R/RGS4 inducible, Fluo-4 calcium flux; hits give high values; triggered by carbachol at its EC20 | P49798 | B-score at 10 µM | 310,000 compounds, 0.45% hits;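 active = B-score, a plate-corrected calcium signal, over three deviations above library mean, with baseline fluorescence within five deviations of library mean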;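 also: RGS4 expression induced by doxycycline in cells with stable M3 receptor; B-score is computed from the integrated fluorescence ratio over baseline after carbachol; higher B-score means a larger calcium signal and so more RGS4 inhibition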
Target sequence (P49798 whole entry, looked up): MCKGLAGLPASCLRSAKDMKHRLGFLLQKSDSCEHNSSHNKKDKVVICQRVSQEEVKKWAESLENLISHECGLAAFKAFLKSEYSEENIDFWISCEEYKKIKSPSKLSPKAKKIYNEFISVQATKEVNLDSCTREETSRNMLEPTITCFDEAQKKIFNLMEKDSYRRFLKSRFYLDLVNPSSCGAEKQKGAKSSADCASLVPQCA
RGS4 pot – potentiators or activators of RGS4; HEK293 M3R/inducible RGS4, carbachol calcium flux Fluo4; hits give low values; B-score at 10 µM; 310,000 compounds, 0.92% hits;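 active = B-score of the integrated calcium signal more than 4 SD below the library mean, with starting fluorescence not abnormally high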;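 also: negative B-score means reduced calcium response which marks RGS4 activation or potentiation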
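Detection: kinetic calcium fluorescence imaging with Fluo4-AM dye, 2 µM / Material: HEK293 cells with stable M3R and inducible RGS4 / Schedule: recording 10 s baseline at 1 Hz, 100 s post-agonist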
KCNK9 inh – blocks the human KCNK9 two-pore domain potassium channel; Q9NPC2; HEK293 KCNK9, FluxOR thallium flux fluorescence; hits give low values; B-score at 10 µM; 310,000 compounds, 1.2% hits; AID 488922;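 active = ratio B-score over 3 SD below the library mean, with starting fluorescence within 5 SD of its mean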;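 also: negative B-score means less thallium flux so channel inhibition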
TMEM16A act – activates or potentiates the mouse TMEM16A chloride channel | HEK293 TMEM16A/YFP-H148Q/I152L, iodide quench fluorescence; hits give low values | B-score at 10 µM | 340,000 compounds, 0.3% hits;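 active = fluorescence-ratio B-score plate-corrected deviation score at least 3 library SD below zero, with starting fluorescence score within 5 deviations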;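 also: channel opened by trigger with iodide after compound preincubation; score built on the fluorescence ratio of max minus min over baseline; more negative score means more quench and so TMEM16A activation or potentiation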
ANO1 block – mouse TMEM16A channel inhibition, primary screen; Q8BHY3; HEK293 TMEM16A/YFP iodide influx fluorescence, ionomycin; normalized B-score (activity score, 25-100; higher = stronger inhibition) at 10 µM; 310,000 compounds, 1.2% hits; AID 588511;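 active = ratio plate-corrected score three or more library SD toward inhibition, starting fluorescence score within five deviations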;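 also: score derived from kinetic fluorescence span divided by baseline fluorescence per well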
HDAC3 inhib – human HDAC3 inhibition | recombinant HDAC3, fluorogenic peptide/trypsin coupled, fluorescence | inhibition, % at 8.3 µM | 320,000 compounds, 0.15% hits | AID 2718; in the data active = inhibition above about 26%, passing the limit was not always enough
Target sequence (O15379 whole entry, looked up): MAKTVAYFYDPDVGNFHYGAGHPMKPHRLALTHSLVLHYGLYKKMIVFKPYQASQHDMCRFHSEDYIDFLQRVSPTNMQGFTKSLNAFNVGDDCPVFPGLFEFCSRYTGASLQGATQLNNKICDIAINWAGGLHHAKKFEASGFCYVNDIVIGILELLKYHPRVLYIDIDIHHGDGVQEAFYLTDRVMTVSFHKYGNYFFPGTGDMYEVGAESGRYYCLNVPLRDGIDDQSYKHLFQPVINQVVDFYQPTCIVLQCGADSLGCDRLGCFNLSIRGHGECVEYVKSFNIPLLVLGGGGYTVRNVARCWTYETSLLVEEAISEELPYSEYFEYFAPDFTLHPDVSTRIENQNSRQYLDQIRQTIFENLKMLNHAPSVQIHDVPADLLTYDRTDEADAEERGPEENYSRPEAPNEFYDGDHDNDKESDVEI
KCNK3 inh – human KCNK3 channel inhibition, primary screen; CHO-KCNK3 thallium flux, FluxOR fluorescence; hits give low values; B-score at 10 µM; 340,000 compounds, 0.84% hits; AID 602410;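 active = B-score under library mean minus 4 SD, starting fluorescence ratio at most library mean plus 5 SD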;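 also: more negative B-score means stronger inhibition of thallium flux through KCNK3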
Target sequence (O14649 whole entry, looked up): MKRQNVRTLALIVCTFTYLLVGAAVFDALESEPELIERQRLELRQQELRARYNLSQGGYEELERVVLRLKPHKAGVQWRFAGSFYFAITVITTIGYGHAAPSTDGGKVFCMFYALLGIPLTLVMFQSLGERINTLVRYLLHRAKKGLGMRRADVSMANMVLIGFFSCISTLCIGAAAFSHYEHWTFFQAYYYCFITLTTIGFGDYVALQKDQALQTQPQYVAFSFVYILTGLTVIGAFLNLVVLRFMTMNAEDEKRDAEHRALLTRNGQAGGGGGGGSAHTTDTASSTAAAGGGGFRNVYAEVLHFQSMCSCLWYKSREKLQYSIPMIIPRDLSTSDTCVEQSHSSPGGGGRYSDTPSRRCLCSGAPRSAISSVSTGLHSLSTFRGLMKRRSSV
The depositor's hits bear a star; i = inactive; nt = no result given.

SMILES	hERG rescue	KCNQ1 inh	SKKanGAS inh	KCNQ1 act	RGS4 inh	RGS4 pot	KCNK9 inh	TMEM16A act	ANO1 block	HDAC3 inhib	KCNK3 inh
COc1ccccc1N(C)S(=O)(=O)c1ccc(Cl)c(C(=O)OCc2c(C)noc2C)c1	-5	i	-27	i	i	i	i	i	i	-10	i
Cc1ccc2c(c1)N(CC(=O)N1CCC(C)CC1)C(=O)c1cccnc1O2	-4	i	-3	i	i	i	i	i	i	-9	i
COc1ccc(N(CC(=O)NCCSc2ccc(C)cc2)S(=O)(=O)c2ccccc2)c(OC)c1	-15	i	2	i	i	-12*	i	i	i	7	i
COc1ccccc1N1CCN(C(=O)c2cc(-c3cccc(Cl)c3)on2)CC1	-10	i	18	i	i	i	i	i	i	4	i
CCOC(=O)c1sc2ncnc(OC)c2c1C	-1	i	4	i	i	i	i	i	i	-5	i
CCOC(=O)C1=C(C)NC(C)=C(C(=O)OCC)C1C(=O)OCC(=O)NC(C)C	-7	i	-2	i	i	i	i	i	i	1	i
Cc1ccc(S(=O)(=O)CC(=O)N2CCN(c3ccc(F)cc3)CC2)cc1	-13	i	8	i	i	i	i	i	i	2	i
Cc1ccc(OCCNc2cc(N3CCN(CCO)CC3)ccc2[N+](=O)[O-])cc1C	-15	i	3	i	i	i	i	i	i	-4	i
CC(Oc1ccc(Cl)cc1Cl)c1ccnc2nc(N3CCOCC3)nn12 (configuration not stated)	-15	i	-12	i	i	i	i	i	i	1	i
Cc1ccccc1C(C(=O)NCc1ccco1)N(CC1CCCO1)C(=O)Cn1nnc2ccccc21 (configuration not stated)	0	i	4	i	i	i	i	i	i	-2	i
COc1ccc(Oc2coc3c(CN4CCOCC4)c(O)ccc3c2=O)cc1	-7	i	-5	i	i	i	i	i	i	-2	i
Cc1cccc(Nc2nc(NCc3ccco3)nc(N3CCOCC3)n2)c1	-18	i	6	i	i	i	i	i	i	12	i
COc1cc(S(=O)(=O)NC2CCCCC2C)ccc1F (configuration not stated)	-10	i	-9	i	i	i	i	i	i	-5	i
Cc1ccc(-c2nc3cccnc3s2)cc1NS(=O)(=O)c1cccs1	-12	i	26	i	i	i	i	i	i	7	i
Cc1ccc(S(=O)(=O)C(C)C(=O)c2ccc3c(c2)OCCO3)cc1 (configuration not stated)	-16	i	3	i	i	i	i	i	i	4	i
O=C(O)c1ccc(-c2ncc[nH]2)cc1	-2	i	-7	i	i	i	i	i	i	-33	i
CCc1cc2c(=O)[nH]c(COC)nc2s1	-7	i	2	i	i	i	i	i	i	-10	i
Cc1cc(C)nc(NCc2ccc(Cl)cc2)n1	-4	i	1	i	i	i	i	i	i	2	i
CCC(=O)Nc1cccc2c1C(=O)N(C)C2=O	-11	i	5	i	i	i	i	i	i	-5	i
Cc1nc(=O)c(-c2ccccc2)c(C)n1CCCCCC(=O)O	-7	i	-2	i	i	i	i	i	i	-1	i
Cc1cnc(C(=O)N2CCCC(N3CCN(c4cccc(C(F)(F)F)c4)CC3)C2)cn1 (configuration not stated)	-11	i	9	i	i	i	i	i	i	1	i
C=CCn1cc(-c2cccc(C(F)(F)F)c2)cc(C#N)c1=O	-7	i	1	i	i	i	i	i	i	-28	i
O=[N+]([O-])c1ccc(NC(=S)N2CCN(S(=O)(=O)c3ccccc3)CC2)cc1	-9	i	nt	i	i	i	i	i	i	7	i
CCOC(=O)C(NC(=O)NC1CCCCC1)(c1ccccc1)C(F)(F)F (configuration not stated)	-4	i	-12	i	i	i	i	i	i	2	i

Overlap with the part before: three entries, followed by the next part.
SMILES	hERG rescue	KCNQ1 inh	SKKanGAS inh	KCNQ1 act	RGS4 inh	RGS4 pot	KCNK9 inh	TMEM16A act	ANO1 block	HDAC3 inhib	KCNK3 inh
C=CCn1cc(-c2cccc(C(F)(F)F)c2)cc(C#N)c1=O	-7	i	1	i	i	i	i	i	i	-28	i
O=[N+]([O-])c1ccc(NC(=S)N2CCN(S(=O)(=O)c3ccccc3)CC2)cc1	-9	i	nt	i	i	i	i	i	i	7	i
CCOC(=O)C(NC(=O)NC1CCCCC1)(c1ccccc1)C(F)(F)F (configuration not stated)	-4	i	-12	i	i	i	i	i	i	2	i
CCc1nnc(NC(=O)CSc2nnc3c4ccccc4n(C)c3n2)s1	-6	i	3	i	i	i	i	i	i	-3	i
CC(NC(=O)COC(=O)c1ccc(N(C)C)cc1)c1ccccc1 (configuration not stated)	-7	i	0	i	i	i	i	i	i	3	i
CC(c1cc2ccccc2s1)N(O)C(N)=O (configuration not stated)	-4	i	1	i	i	i	i	nt	i	0	nt
COc1ccc(CN2CCN(c3ncccn3)CC2)c(C)c1C	1	i	5	i	i	i	i	i	i	2	i
CCCCCN=Cc1c(C)[nH]n(-c2nc3ccccc3s2)c1=O	-12	i	13	i	i	i	i	i	i	13	i
CC(C)CN1C(=O)c2ccc(C(=O)Nc3ccc(OCC(=O)O)cc3)cc2C1=O	-6	i	1	i	i	i	i	nt	i	2	i
Cc1ccc(-c2nnc(SCC(=O)N/N=C/c3ccccc3C(=O)O)n2-c2ccc(C)cc2)cc1	-18	i	3	i	i	i	i	i	i	0	i
Cc1c(/C=N/NC(=O)c2ccc(Br)o2)cnn1C	-8	i	6	i	i	i	i	i	i	6	i
O=C(NC1CCCCC1)c1ccc(-c2ccc(Cl)cc2)o1	-13	i	-6	i	i	i	i	i	i	-1	i
CCC(C)/C(C)=N/NC(=O)c1ccc(CSc2nc3ccccc3s2)cc1 (configuration not stated)	-7	i	16	i	i	i	i	i	i	12	i
CCCc1nnc(SCC(=O)N2CCOCC2)n1CC1CCCO1 (configuration not stated)	-7	i	-7	i	i	i	i	i	i	0	i
O=C(COC(=O)CCc1ccccc1)Nc1ccccc1OC(F)F	-5	i	-2	i	i	i	i	i	i	-1	i
O=C(Nc1ccccc1)c1ccc(NCC2CCCO2)c([N+](=O)[O-])c1 (configuration not stated)	-7	i	1	i	i	i	i	i	i	15	i
CCOC(=O)CSc1nc(N)c(C#N)cc1C#N	1	i	5	i	i	i	i	i	i	-1	i
Cc1ccc(C(C(=O)NC2CCCC2)N2CCc3ccccc32)cc1 (configuration not stated)	0	i	4	i	i	i	i	i	i	-6	i
O=C(CN1CCN(Cc2ccccc2Cl)CC1)N=Nc1c(O)[nH]c2ccccc12	-15	i	1	i	i	i	i	i	i	8	i
C/C(=N\OCC(=O)Nn1c(C)nc2ccccc2c1=O)c1cccs1	-6	i	5	i	i	i	i	i	i	6	i
N/C(Cc1ccc(Cl)cc1Cl)=N\OC(=O)c1ccc(Br)o1	-12	i	1	i	i	i	i	i	i	nt	i
O=C(CCN1C(=O)[C@@H]2Cc3ccccc3CN2C1=O)N[C@@H](C(=O)O)c1ccccc1	-6	i	-3	i	i	i	i	i	i	-3	i
COc1ccccc1-c1nnc(SCC(=O)NC2CCCCC2)o1	-4	i	-4	i	i	i	i	i	i	-2	i
Cc1ccc(S(=O)(=O)N2CCc3ccccc3C2CN2C(=O)c3ccccc3C2=O)cc1 (configuration not stated)	-4	i	1	i	i	i	i	i	i	2	i
CC1CCC(NC(=O)COC(=O)CSc2ccc(C(N)=O)cc2[N+](=O)[O-])CC1 (configuration not stated)	-21	i	0	i	i	i	i	i	i	6	i
CN(C)C(=O)CCC(=O)N1CCCC(C(=O)c2ccc3c4c(cccc24)CC3)C1 (configuration not stated)	-7	i	-7	i	i	i	i	i	i	-3	i
O=C(c1cccs1)N1CCC(c2nc3c(nnn3Cc3ccccc3Cl)c(=O)[nH]2)CC1	-15	i	52*	i	i	i	i	i	i	-3	i
CCN(CC(=O)NC(=O)NC1CCCCC1)Cc1ccccc1	-7	i	-2	i	i	i	i	i	i	7	i
Cc1cccc(NC(=O)N(Cc2cc3cc(C)cc(C)c3[nH]c2=O)CC2COCCO2)c1 (configuration not stated)	-17	i	2	i	i	i	i	i	i	-1	i
Cc1nc(N=C(N)N)nc2c(C)cccc12	-19	i	7	i	i	i	i	i	i	-5	i
CCOC(=O)C(C)(C)n1nnc(-c2ccc([N+](=O)[O-])cc2)n1	-10	i	-13	i	i	i	i	i	i	-2	i
O=C(CSc1ncnc2c1cnn2-c1ccc(F)cc1)NCc1ccc2c(c1)OCO2	-2	i	-5	i	i	i	i	i	i	8	i
O=c1nccc(N/N=C/c2cccc(O)c2)[nH]1	-2	i	7	i	i	i	i	i	i	13	i
Cc1ccc2nc(-c3ccc(Br)cc3)cn2c1	-7	i	-1	i	i	i	i	i	i	-2	i
COCCNC(=O)CN(C(=O)Cn1nnc2ccccc21)c1ccc(C)cc1	-5	i	25	i	i	i	i	i	i	-3	i
CC(C)[C@@H](C(=O)O)N(Cc1cccc(CN([C@H](C(=O)O)C(C)C)S(C)(=O)=O)c1)S(C)(=O)=O	0	i	-1	i	i	i	i	i	i	3	i
S=C(Nc1ccccc1)N1CCN(Cc2ccccc2)CC1	-12	i	-12	i	i	i	i	i	i	-1	i
Cn1c(=O)c2c(-c3ccccc3)n(Cc3ccccn3)cc2n(C)c1=O	-3	i	-2	i	i	i	i	i	i	-3	i
O=C(c1ccccc1)c1c[nH]c(C(=O)NNc2cccc(Cl)n2)c1	2	i	0	i	i	i	i	i	i	3	i
O=C(CSc1nnc(-c2ccc(Br)cc2)o1)Nc1cccc(C(=O)O)c1	-6	i	1	i	i	i	i	i	i	-3	i
O=C(NCc1ccc(Cl)cc1)C1CCN(S(=O)(=O)c2ccccc2)CC1	-4	i	-10	i	i	i	i	i	i	4	i
N=C1SCC(=O)N1/N=C/c1ccccc1	-10	i	3	i	i	i	i	i	i	8	i
O=C(CSc1nc(O)cc(=O)[nH]1)N1CCCc2ccccc21	-13	i	5	i	i	i	i	i	i	2	i
NC(=O)NOCc1c(Cl)cccc1Cl	-7	i	2	i	i	i	i	i	i	0	i
Cc1ccc(S(=O)(=O)CCC(O)c2ccc(Cl)cc2)cc1 (configuration not stated)	-4	i	-1	i	i	i	i	i	i	0	i
Cc1cc(C)n2nc(SCc3nnc(-c4ccc(F)cc4)o3)nc2n1	-8	i	2	i	i	i	i	nt	i	1	nt
COCc1cc(C)n(CC(=O)N2CCCC2)c(=O)c1C#N	-9	i	5	i	i	i	i	i	i	-5	i
Cc1nc2cc(NC(=O)NCc3ccco3)ccc2n1C	-7	i	-9	i	i	i	i	i	i	3	i
